RECQ1 helicase – qHTS Assay for Inhibitors of RecQ-Like Dna Helicase 1 (RECQ1). RECQ1 DNA unwinding, red fluorescence kinetic read. Potency, µM (series often up to 57.3 µM), for the others: at the highest dose activity, negative = inhibition, most hits filed as inhibitors. 0.54% of 240,000 active. ATP-dependent DNA helicase Q1 (Homo sapiens), P46063;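 further: plate controls were vehicle for no effect and no enzyme for full effect; nearly all actives have a fitted effect of over 30% in size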
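RECQ1T1 50 nM; forked duplex (20 bp + 30-nt ss tails) 200 nM, ATP 2 mM final; pH 8.0, 2 mM MgCl2, 2.5 ug/ml poly(dI-dC); 15 min compound preincubation; discontinuous kinetic read over 2 h at RT.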
L3MBTL1 inh – qHTS Assay for the Inhibitors of L3MBTL1; Lethal(3)malignant brain tumor-like protein 1 (Homo sapiens), Q9Y468; AlphaScreen L3MBTL1–H3K9me1 peptide binding; Potency, µM (titrated, usually from 57.1 µM), inactives show at the highest dose activity, negative = inhibition, most hits filed as inhibitors; 0.66% of 230,000 active; further: on the % scale 0 is the no-effect control and ±100 the full control effect; nearly all actives have a fitted effect of over 60% in size
Target sequence (Q9Y468 whole entry, looked up): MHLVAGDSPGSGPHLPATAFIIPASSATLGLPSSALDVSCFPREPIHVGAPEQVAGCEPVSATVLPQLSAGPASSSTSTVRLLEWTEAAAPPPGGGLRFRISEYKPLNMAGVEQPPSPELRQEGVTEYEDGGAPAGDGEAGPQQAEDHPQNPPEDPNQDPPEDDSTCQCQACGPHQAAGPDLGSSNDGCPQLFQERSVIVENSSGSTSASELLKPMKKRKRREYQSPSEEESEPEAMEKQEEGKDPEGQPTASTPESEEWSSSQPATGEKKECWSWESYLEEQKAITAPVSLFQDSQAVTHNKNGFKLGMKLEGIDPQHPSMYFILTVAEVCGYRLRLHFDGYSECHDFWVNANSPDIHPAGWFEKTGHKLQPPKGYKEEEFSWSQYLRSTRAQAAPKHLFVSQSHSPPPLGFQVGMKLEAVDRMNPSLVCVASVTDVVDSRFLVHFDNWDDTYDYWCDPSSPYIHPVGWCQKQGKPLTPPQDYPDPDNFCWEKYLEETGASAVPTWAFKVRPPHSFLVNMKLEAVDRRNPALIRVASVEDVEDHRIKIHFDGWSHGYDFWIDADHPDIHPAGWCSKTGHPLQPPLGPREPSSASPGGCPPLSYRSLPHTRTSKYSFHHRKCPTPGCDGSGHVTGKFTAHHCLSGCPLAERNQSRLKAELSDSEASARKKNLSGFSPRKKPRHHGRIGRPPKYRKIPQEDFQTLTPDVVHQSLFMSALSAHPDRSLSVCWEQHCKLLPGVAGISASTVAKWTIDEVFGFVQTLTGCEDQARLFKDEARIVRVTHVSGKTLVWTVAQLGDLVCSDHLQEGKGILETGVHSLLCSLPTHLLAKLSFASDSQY
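First, the protein-peptide complex forms for 30 min at room temperature (L3MBTL1 50 nM, biotinylated H3K9me1 peptide 75 nM). Next, compounds are pin-transferred and incubated 30 min. Finally, AlphaScreen beads are added and read after 30 min.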
TR SRC2 fluor cs – Total Fluorescence Counterscreen for Inhibitors of the Interaction of Thyroid Hormone Receptor and Steroid Receptor Coregulator 2. 0.29% of 280,000 active. TRb/SRC2 Texas Red total fluorescence interference. Potency, µM (doses to about 106 µM), for the others: at the top dose fluorescence change, negative = quenching; active means well fitted curve in either direction with a large enough effect; inconclusive means small, poorly fitted or top-dose-only effect; further: on the % scale 0 is the no-effect control and ±100 the full control effect
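Human TRb ligand-binding domain at 0.6 uM with 20 nM Texas Red SRC2 peptide in Tris buffer containing 1 uM T3 and 5% DMSO, incubated with compound 5 h at ambient temperature. Total fluorescence (555/632 nm) calculated as parallel + 2 × perpendicular.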
Tau fibril ThT – qHTS for Inhibitors of Tau Fibril Formation, Thioflavin T Binding. 2.1% of 270,000 active. Microtubule-associated protein tau (Homo sapiens), P10636. recombinant tau K18 P301L, heparin-induced fibrillization, ThT fluorescence. Potency, µM (doses to about 57.4 µM), for inactives: top-dose activity, negative = inhibition, usual class: inhibitors. AID 1460, 2008; further: on the % scale 0 is the no-effect control and ±100 the full control effect; nearly all actives have a fitted effect of over 55% in size
Target sequence (P10636 561-689 P618L limits assumed): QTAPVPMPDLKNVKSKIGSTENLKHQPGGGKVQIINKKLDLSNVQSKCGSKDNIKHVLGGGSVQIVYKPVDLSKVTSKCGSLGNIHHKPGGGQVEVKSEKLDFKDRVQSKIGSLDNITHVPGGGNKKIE
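Tau K18 P301L fragment (15 uM unlabeled plus 0.24 uM Alexa 594-labeled) in 100 mM sodium acetate pH 7 with compound, fibrillization induced by 20 uM heparin for 6 hr at 37 C. Thioflavin T (30 uM) added, fluorescence read after 1 hr (ex 450, em 510 nm).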
HTT cytoprotect – qHTS Multiplex Assay to Identify Dual Action Probes in a Cell Model of Huntington: Cytoprotection (ATP) | PC12 HTT-Q103 induced, cytoprotection, ATP luminescence, 40 h | Potency, µM (top dose mostly 56.4 µM), inactives show cytoprotection (ATP increase), hits mostly activators | 0.14% of 230,000 active;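 further: % of control where 0% means no effect; nearly all actives have a fitted effect of over 45% in size; toxic huntingtin expression switched on by the ecdysone agonist tebufenozide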
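Stable PC12 Q103-GFP cells in serum-supplemented, phenol red-free DMEM; induction by tebufenozide at 100 nM final; compound dose series; cell viability quantified luminescently from ATP.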
Tau fibril FP – qHTS for Inhibitors of Tau Fibril Formation, Fluorescence Polarization | K18 P301L tau heparin fibrillization, Alexa594 FP, 6 h | Potency, µM (titrated, usually from 57.7 µM), for the others: at the highest dose activity, negative = inhibition, hits mostly inhibitors | 0.39% of 280,000 active; further: on the % scale 0 is the no-effect control and ±100 the full control effect; nearly all actives have a fitted effect of over 55% in size
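K18 P301L tau (15 uM unlabeled/0.24 uM Alexa 594-labeled, final) + compound + heparin 20 uM final; 100 mM NaOAc pH 7; 6 hr 37 C; ThT 30 uM final added, 1 hr RT; FP ex 555/em 632 nm.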
Tau fluor counter – Counterscreen qHTS for Inhibitors of Tau Fibril Formation, Fluorescence Polarization | tau K18 P301L Alexa594 fluorescence, heparin fibrillization | Potency, µM (series often up to 57.7 µM), for the others: at the top dose activity change, negative = decrease | 0.93% of 280,000 active | AID 1463, 2008; further: on the % scale 0 is the no-effect control and ±100 the full control effect; nearly all actives have a fitted effect of over 55% in size
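Human tau K18 P301L (15 uM unlabeled, 0.24 uM Alexa 594-labeled) in 100 mM sodium acetate pH 7 with 20 uM heparin, 6 hr at 37 C. ThT 30 uM added, 1 hr ambient; Alexa 594 FP and total fluorescence read at 555/632 nm.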
TRb-SRC2 inh – qHTS for Inhibitors of the Interaction of Thyroid Hormone Receptor and Steroid Receptor Coregulator 2; 0.065% of 280,000 active; Thyroid hormone receptor beta (Homo sapiens), P10828; TRbeta-SRC2 peptide binding, fluorescence polarization; receptor liganded with 1 µM T3; Potency, µM (titrated, usually from 106 µM), without a hit: at the top dose activity change, negative = inhibition, most hits filed as inhibitors;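 further: plate controls were bound peptide for no effect and peptide without receptor for full effect; nearly all actives have a fitted effect of over 50% in size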
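Compounds were added to 0.6 uM TRb ligand-binding domain and 20 nM Texas Red-labeled SRC2 peptide in Tris buffer containing 1 uM T3, incubated 5 hr at ambient temperature, then read by fluorescence polarization.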
Starred values were filed as active, the others as inactive; i = inactive; u = inconclusive; x = not tested or not shown; [ ] = dose if it differs, or a comment. Unless noted, the call rests on the fitted dose curve; in most records, active means well fitted curve in the direction sought with a large enough effect; inconclusive means small, poorly fitted or top-dose-only effect, or another doubt; inactive means no such curve, though single readings can be large; an effect the other way counts as inactive or inconclusive. Potency means the concentration at half of the fitted maximal effect. These rows are one share of the data, so the mix of outcomes need not match the whole.

molecule | RECQ1 helicase | L3MBTL1 inh | TR SRC2 fluor cs | Tau fibril ThT | HTT cytoprotect | Tau fibril FP | Tau fluor counter | TRb-SRC2 inh
COc1ccc(-c2[nH]ncc2CNCCc2ncccc2C)cc1F | 18% | -9% | 0% | -6% | 5%[10 µM] | 4% | 0% | 8%
O=C(CN1CCN(c2ccccc2O)CC1)Nc1ccc([N+](=O)[O-])cc1Br | -4% | x | 1% | -15% | -13% | 7% | u | -4%
Cc1cc(C)n(C(=O)c2ccc(Cl)c(F)c2F)n1 | i | 19% | -1% | -4% | 10%[10 µM] | -17% | -3% | 0%
O=C1/C(=C\c2ccc(C(F)(F)F)cc2)CSc2sccc21 | 8% | 35%[activator] | -2% | 3% | -5%[10 µM] | -1% | -10% | 5%
O=C1c2ccccc2C(O)(Cc2ccccc2)N1c1ccc2c(c1)OCO2 (configuration not stated) | 4% | -10% | -1% | u | 3%[10 µM] | u | -10% | -1%
CN(C)C(=S)Nc1ccc(Br)cc1Cl | i | 10% | 1% | -9% | 22%[10 µM] | -3% | -9% | 4%
CSc1nsc(SCc2cnc(C)nc2N)n1 | 0% | -4% | -1% | -10% | -18%[0.074 µM] | -7% | -2% | -2%
COc1ccc(C2CC(=O)C3=C(C2)Nc2ncnn2C3c2ccccc2C)c(OC)c1 (configuration not stated) | -6% | -11% | -2% | -9% | 5% | -3% | -11% | -10%
CC(C)(C)c1cc(C(=O)N/N=C/c2ccco2)n[nH]1 | -7% | 7% | -20% | -2% | 0%[10 µM] | 4% | 5% | 7%
CCOC(=O)c1ccc(NC(=O)CC2C(=O)N(c3ccc(F)cc3)C(=O)N2Cc2cccnc2)cc1 (configuration not stated) | x | x | -2% | -1% | x | 1% | -16% | 4%

Just TRb-SRC2 inh, Tau fibril ThT and L3MBTL1 inh, for 3 of the compounds above:
SMILES | TRb-SRC2 inh | Tau fibril ThT | L3MBTL1 inh
O=C1c2ccccc2C(O)(Cc2ccccc2)N1c1ccc2c(c1)OCO2 (configuration not stated) | -1% | u | -10%
CN(C)C(=S)Nc1ccc(Br)cc1Cl | 4% | -9% | 10%
COc1ccc(-c2[nH]ncc2CNCCc2ncccc2C)cc1F | 8% | -6% | -9%

(listing goes on)
molecule | RECQ1 helicase | L3MBTL1 inh | TR SRC2 fluor cs | Tau fibril ThT | HTT cytoprotect | Tau fibril FP | Tau fluor counter | TRb-SRC2 inh
Cc1nn(Cc2ccc(F)cc2)c(C)c1NC(=O)c1cnn2cccnc12 | i | 5% | 2% | -6% | 2%[0.074 µM] | 1% | -5% | -3%
CCOc1cc(NC(=S)Nc2ccccc2OC)c(OCC)cc1NC(=O)c1ccccc1C | -13% | u | 1% | -10% | -29% | 14% | u | 5%
CCc1c(C)c2cc(Cl)c(O)c(CN(C)C)c2oc1=O | i | 0% | 1% | 5% | -8%[0.074 µM] | 7% | 2% | 0%
COc1ccccc1CC(=O)Nc1ccc(OC)c(OC)c1 | -2% | -4% | -1% | 1% | -14% | 1% | 7% | -12%
C=CCNc1nnc(Cl)c2ccccc12 | -4% | 8% | 1% | -8% | 18%[10 µM] | -11% | -4% | 3%
Cc1nn(Cc2c(F)c(F)c(F)c(F)c2F)c(C)c1NC(=O)c1cccc(COc2ccccc2Cl)c1 | 16% | 3% | 0% | -1% | -20% | -2% | -1% | -5%
CCOC(=O)c1sc(NC(=O)/C=C/c2ccccc2)nc1C | 4% | -1% | -1% | -3% | x | -3% | 0% | 4%
COc1ccc(C(=O)COC(=O)CCc2nc3ccccc3[nH]c2=O)cc1Br | -6% | -1% | -1% | u | -33% | -9% | -16% | 9%
O=C(CNC(=O)c1ccco1)OCC(=O)c1ccc(Cl)cc1Cl | i | 4% | 0% | -4% | u | 4% | 0% | 2%
Cc1ccccc1CNC(=O)c1ccccc1C(=O)O | 1% | 10% | -1% | -6% | x | -2% | -2% | -12%

Copied from the list:
CSc1nsc(SCc2cnc(C)nc2N)n1 @ RECQ1 helicase = 0%
COc1ccccc1CC(=O)Nc1ccc(OC)c(OC)c1 @ HTT cytoprotect = -14%

Looked up by compound from the list above (five):
molecule | RECQ1 helicase | L3MBTL1 inh | TR SRC2 fluor cs | Tau fibril ThT | HTT cytoprotect | Tau fibril FP | Tau fluor counter | TRb-SRC2 inh
Cc1ccccc1CNC(=O)c1ccccc1C(=O)O | 1% | 10% | -1% | -6% | x | -2% | -2% | -12%
Cc1nn(Cc2c(F)c(F)c(F)c(F)c2F)c(C)c1NC(=O)c1cccc(COc2ccccc2Cl)c1 | 16% | 3% | 0% | -1% | -20% | -2% | -1% | -5%
Cc1nn(Cc2ccc(F)cc2)c(C)c1NC(=O)c1cnn2cccnc12 | i | 5% | 2% | -6% | 2%[0.074 µM] | 1% | -5% | -3%
C=CCNc1nnc(Cl)c2ccccc12 | -4% | 8% | 1% | -8% | 18%[10 µM] | -11% | -4% | 3%
COc1ccc(C(=O)COC(=O)CCc2nc3ccccc3[nH]c2=O)cc1Br | -6% | -1% | -1% | u | -33% | -9% | -16% | 9%

New compounds follow
molecule | RECQ1 helicase | L3MBTL1 inh | TR SRC2 fluor cs | Tau fibril ThT | HTT cytoprotect | Tau fibril FP | Tau fluor counter | TRb-SRC2 inh
CCOC(=O)C1CN(S(=O)(=O)c2ccccc2)CCN1S(=O)(=O)c1ccccc1 (configuration not stated) | -2% | x | 1% | -3% | 22% | -3% | -13% | -5%
COc1ccc(N2CC(C(=O)N/N=C/c3cc([N+](=O)[O-])ccc3O)CC2=O)cc1 (configuration not stated) | 9% | x | -3% | u | -17% | -2% | -19% | 7%
Cc1ccccc1NC(=O)COC(=O)C1(C)CC1(Cl)Cl (configuration not stated) | -5% | x | 2% | -5% | 15% | -7% | -5% | -9%
Cc1ccc(C(=O)Nc2nc(=O)n(C(=O)c3ccccc3Cl)s2)cc1 | -2% | x | 0% | 13µM* | u | u | -29% | -9%
O=C(CN1C(=O)c2ccccc2C1=O)Nc1ccc2c(c1)OCO2 | -1% | x | 4% | -10% | 1% | 14% | -6% | 3%
O=C(Nc1ccc(F)cc1F)c1c(C(F)(F)F)ccnc1Oc1cccc(C(F)(F)F)c1 | -15% | 6% | 0% | -6% | 7%[10 µM] | -2% | -11% | -6%
O=C(Nc1ccc([N+](=O)[O-])cc1)Nc1ccc2[nH]c(=O)[nH]c2c1 | -27% | 3% | -35% | 8.9µM* | -18% | 23% | 8.9µM*[quencher] | 41%
CO/N=C/NC(=O)NOCc1ncc(C(F)(F)F)cc1Cl | i | x | 3% | 2% | 4% | 5% | -4% | -15%
CCCc1nnc(NC(=O)CCC(=O)O)s1 | -7% | x | 4% | 3% | 0% | 3% | 1% | -24%
O=C(CC1Sc2ccccc2NC1=O)Nc1cccc(-c2nnc3n2CCCCC3)c1 (configuration not stated) | i | -10% | 1% | u | 2%[10 µM] | 1% | -7% | -5%
CCc1nc2c3cnn(-c4cc(Cl)ccc4C)c3ncn2n1 | -13% | -7% | -3% | 1% | -14%[0.074 µM] | 10% | 7% | 3%
COc1ccccc1-c1noc(-c2ccc(N(C)Cc3ccccc3)c([N+](=O)[O-])c2)n1 | x | x | 0% | 0% | x | -5% | -4% | 3%
CCC1CCC(c2nnc(-c3ccc([N+](=O)[O-])cc3)o2)CC1 (configuration not stated) | -2% | -15% | 1% | u | 1%[10 µM] | 6% | -23% | -1%
O=C(O)c1ccccc1-n1ncc2c1/C(=C/c1ccc(Cl)cc1)CC2 | -10% | -20% | -1% | u | 13%[10 µM] | 2% | -11% | 2%
Cc1nc2cc(-c3cccc(F)c3)nn2c(C)c1CCC(=O)NC(C)c1ccc2c(c1)OCCO2 (configuration not stated) | -2% | 4% | 1% | u | x | -12% | -27% | 7%
CC(C)(C)SCCNC(=O)CN(c1ccc(F)c(Cl)c1)S(C)(=O)=O | -1% | 3% | -3% | -6% | 1% | -6% | -9% | -10%
Clc1ccc(-c2nn3c(-c4ccccn4)nnc3s2)c(Cl)c1 | i | -1% | 0% | -3% | -8%[0.074 µM] | -4% | 6% | -3%
O=C(CSc1ccccn1)N1CCN(c2ccc(Cl)cc2)CC1 | i | x | 0% | -13% | 3% | -3% | -8% | 3%
COc1ccc(-c2ccc(CCC(=O)O)o2)cc1 | -11% | -9% | -2% | u | 6%[10 µM] | -3% | -13% | -8%
Brc1csc(CN2CCc3nc(Nc4ccccc4)ncc3C2)c1 | x | x | 0% | -9% | x | -5% | u | -2%
O=C(O)C1CCCN1C(=O)Nc1ccccc1 (configuration not stated) | i | u | 4% | 5% | 1%[0.074 µM] | -15% | -4% | -19%
CC(C)(C)C(=O)Nc1cccc(C(=O)OCc2cc(=O)n3nc(C4CC4)sc3n2)c1 | x | x | -1% | -12% | x | 2% | -4% | 8%
O=C(C1=C[C@@H](C2CC2)C[C@@H](OCCCCO)O1)N1CCN(Cc2ccccc2)CC1 | -11% | 9% | -1% | -7% | 17%[10 µM] | 0% | 6% | -13%
CCOC(=O)c1sc2nccc(N(C)C)c2c1N=CNOCc1c(F)cccc1Cl | -16% | x | -1% | u | -7%[10 µM] | -4% | -23% | 1%
